RBBP9 inhibitor – human RBBP9 inhibitors, primary screen, biochemical, fluorescence polarization, FP-Rh probe, HTS; Serine hydrolase RBBP9 (Homo sapiens), O75884; recombinant RBBP9; inhibition, % at 7.94 µM; hit rate 0.2% among 220,000;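 active means inhibition above the campaign mean of all tested compounds plus 3 SD, cut at about 14% in these data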;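 further: plate controls were DMSO wells with RBBP9 for no effect and wells lacking RBBP9 protein for full effect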
Target sequence (O75884 whole entry, looked up): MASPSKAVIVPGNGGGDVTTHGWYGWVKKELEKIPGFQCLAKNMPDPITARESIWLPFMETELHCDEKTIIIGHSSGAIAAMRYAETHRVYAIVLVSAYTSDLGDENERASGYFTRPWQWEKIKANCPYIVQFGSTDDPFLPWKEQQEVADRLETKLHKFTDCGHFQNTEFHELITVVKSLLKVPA
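Test system: recombinant human RBBP9; Timing: 30 min then 45 min, 25 °C; Detection: fluorescence polarization; Control set: RBBP9 with DMSO as uninhibited control, no-protein wells as full inhibition; Compound dosing: one concentration, 7.94 µM nominal, 0.794% DMSO; Probe or stimulus: FP-Rh activity-based probe, 375 nM before mixing.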
Runt-CBFb FRET – inhibitors of RUNX1 Runt–CBFb binding, primary screen, biochemical, FRET, Cerulean-Runt, Venus-CBFb, uHTS; Cerulean-Runt/Venus-CBFb FRET ratio 530/480, 1 h; inhibition, % at 20 µM; hit rate 0.46% among 220,000; AID 1496, 2009;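 active means inhibition over about 50% at 20 µM in the single-dose screen, limit read from the data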;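 further: 0% = DMSO wells and 100% = excess unlabeled CBFb competitor control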
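Measured by: fluorescence energy transfer, 422 nm excitation, 530/480 nm emission; test system: Cerulean-tagged RUNX1 Runt domain (FRET donor) fusion protein; buffer or medium: Tris pH 7.5 buffer with BSA; compound: one dose, 20 µM compound, 1% DMSO; times: two 1 h room-temperature incubations shielded from light; benchmarks: unlabeled CBFb 5 µM, positive control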
BaF3 parental – parental Ba/F3 cell viability inhibition, counter-screen for JAK2V617F inhibitor project, murine pro-B, CellTiter-Glo luminescence | CellTiter-Glo ATP luminescence | inhibition, % at 5.6 µM | hit rate 1.1% among 220,000 | AID 1486, 2009;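 active means inhibition above a per-campaign cutoff, the mean inhibition of all tested compounds plus 3 SD, cut at about 27% in these data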;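 further: 0% = DMSO wells and 100% = JAK Inhibitor I control wells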
S1P4 ag – S1P4 receptor agonists, primary screen, cell-based | activation, % at 4.98 µM | S1P4-expressing cell line, agonist reporter assay | hit rate 0.35% among 220,000 | AID 1509, 2009; in the data active means activation above about 11%;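 further: 0% = DMSO vehicle and 100% = reference agonist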
Target sequence (O95977 whole entry, looked up): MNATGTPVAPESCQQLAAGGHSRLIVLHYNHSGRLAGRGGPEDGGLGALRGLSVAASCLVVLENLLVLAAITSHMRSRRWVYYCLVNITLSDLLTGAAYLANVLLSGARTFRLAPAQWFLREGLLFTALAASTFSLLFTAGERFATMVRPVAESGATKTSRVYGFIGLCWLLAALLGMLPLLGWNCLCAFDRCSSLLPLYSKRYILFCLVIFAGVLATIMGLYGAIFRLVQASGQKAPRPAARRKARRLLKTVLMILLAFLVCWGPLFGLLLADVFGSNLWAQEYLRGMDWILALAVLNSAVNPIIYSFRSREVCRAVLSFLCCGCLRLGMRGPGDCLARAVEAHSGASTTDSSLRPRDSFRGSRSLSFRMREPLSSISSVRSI
Ba/F3 V617F tox – reduced viability of JAK2V617F-dependent Ba/F3 cells, primary screen, JAK2V617F inhibitor project, cell-based, Ba/F3 EpoR-JAK2V617F, luminescence; ATP luminescence; inhibition, % at 5.6 µM; hit rate 1.1% among 220,000; AID 1446, 2008;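 active means inhibition above the campaign mean plus 3 SD over all tested compounds, cut at about 24% in these data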;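 further: cytokine-independent growth of Ba/F3 cells driven by EpoR plus mutant JAK2; 0% = DMSO-treated cells and 100% = JAK inhibitor I control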
S1P4 antagonist – S1P4 receptor antagonists, primary screen, cell-based; S1P4-expressing cells, antagonist mode, reporter read-out; inhibition, % at 4.98 µM; hit rate 0.26% among 220,000; AID 1510, 2009; in the data active means inhibition above about 29%;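 further: 0% = wells stimulated with agonist and 100% = vehicle wells without agonist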
NPY2 pot ag – NPY-Y2 potentiators or agonists, primary screen, cell-based. Neuropeptide Y receptor type 2 (Homo sapiens), P49146. cells expressing NPY-Y2, potentiator/agonist read-out. activation, % at 3.6 µM. hit rate 0.45% among 220,000; in the data active means activation above about 27%;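 further: cells stimulated with NPY near EC25 plus isoproterenol at EC100; 0% = vehicle plus submaximal agonist and 100% = vehicle plus saturating agonist; some results beyond the cut were filed as inactive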
Target sequence (P49146 whole entry, looked up): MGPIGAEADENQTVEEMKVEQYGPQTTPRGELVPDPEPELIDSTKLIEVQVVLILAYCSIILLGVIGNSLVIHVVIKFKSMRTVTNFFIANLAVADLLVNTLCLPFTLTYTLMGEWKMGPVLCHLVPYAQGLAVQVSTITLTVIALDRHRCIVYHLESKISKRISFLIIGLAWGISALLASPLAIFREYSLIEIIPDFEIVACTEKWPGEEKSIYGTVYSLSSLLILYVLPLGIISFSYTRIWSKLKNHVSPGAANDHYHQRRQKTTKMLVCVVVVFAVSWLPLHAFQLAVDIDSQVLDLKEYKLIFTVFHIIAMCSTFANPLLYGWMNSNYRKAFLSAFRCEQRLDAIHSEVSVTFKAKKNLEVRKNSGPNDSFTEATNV
NPY-Y1 antag – NPY-Y1 receptor antagonists, primary screen, cell-based; Neuropeptide Y receptor type 1 (Homo sapiens), P25929; hit rate 1% among 200,000; HEK293-CNG Y1 cells, membrane potential fluorescence; NPY at EC95, then isoproterenol; inhibition, % at 3.6 µM;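 active means inhibition above the campaign mean inhibition of all tested compounds plus 3 SD, cut at about 20% in these data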;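 further: 0% = DMSO wells given NPY plus isoproterenol and 100% = isoproterenol alone without NPY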
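Material: HEK293 Y1/CNG channel cell line; also added: NPY (25 nM), isoproterenol (1 µM), Ro 20-1724 (25 µM); doses: one concentration, 3.6 µM, in 0.4% DMSO; schedule: compound incubation 1 h at room temperature, readout 45 min post-stimulation; technique: membrane potential fluorescence; measure: fluorescence ratio normalized to % inhibition between controls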
NPY1 pot ag – NPY-Y1 receptor potentiators or agonists, primary screen, cell-based | Neuropeptide Y receptor type 1 (Homo sapiens), P25929 | NPY-Y1 expressing cells, potentiator/agonist activation | activation, % at 3.6 µM | hit rate 0.37% among 220,000 | AID 1304, 2008; in the data active means activation above about 33%, passing the limit was not always enough;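 further: cells stimulated with NPY at EC10 then isoproterenol at EC100; 0% = low agonist plus stimulus and 100% = saturating agonist plus stimulus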
The depositor's hits bear a star; . = not tested or not shown.

[1] CN1CCN(C(=O)c2ccc(CSc3nc4ccncc4n3Cc3ccc(F)cc3)cc2)CC1
[2] COc1cc(S(=O)(=O)N(Cc2ccccc2)CC2CCCO2)ccc1-n1cnnn1 (centres undefined)
[3] CCN(CC(=O)NCCC1=CCCCC1)S(=O)(=O)c1ccccc1
[4] CCN(CC)C(=O)c1cc(-c2ccc(Br)cc2)on1
[5] Cc1cc(=O)[nH]c(N2CCOCC2)n1
[6] COCCCn1c(SCC(=O)Nc2ccccc2)nnc1-c1ccncc1
[7] COc1ccc(N2C(=O)CC(NC3CC3)C2=O)cc1 (centres undefined)
[8] COc1ccccc1NC(=O)c1ccc([N+](=O)[O-])cc1[N+](=O)[O-]

Compound	1	2	3	4	5	6	7	8
RBBP9 inhibitor	-1	-8	-6	-10	-5	-4	-7	3
Runt-CBFb FRET	-1	-3	0	1	3	0	2	.
BaF3 parental	7	6	-4	7	6	4	-1	4
S1P4 ag	3.2	1.2	2.4	-1.2	0.1	3.5	0.0	0.6
Ba/F3 V617F tox	-1	4	0	0	-2	-2	-2	0
S1P4 antagonist	0	-9	-6	-2	-95	-8	-4	1
NPY2 pot ag	-4	-3	-3	6	-4	-6	-1	-2
NPY-Y1 antag	-3	2	.	5	-2	-3	-1	7
NPY1 pot ag	-11	2	9	-25	2	-11	3	3

[9] CC1(C)Cc2c(sc3nc4n(-c5ccccc5)c(=O)c(CCC(=O)O)nn4c(=O)c23)CO1
[10] CCCCOc1ccc(/C=C/C(=O)Nc2ccc([N+](=O)[O-])cc2C)cc1
[11] COc1ccc(NS(=O)(=O)c2ccc(NC(=S)NC(=O)C(C)C)cc2)cc1
[12] O=C(c1ccc2c3c(cccc13)CC2)C1CCCN(C(=O)c2ccc(=O)[nH]c2)C1 (centres undefined)
[13] Cc1ccccc1CNS(=O)(=O)c1ccccc1[N+](=O)[O-]
[14] CCN(CC)c1ccc(NC(=S)NC(=O)Cc2ccccc2)cc1
[15] Cc1ccc(N=Cc2ccc(N(C)C)cc2)cc1C
[16] O=c1[nH]n(-c2ccccc2)c(=O)c(Cl)c1Cl

Compound	9	10	11	12	13	14	15	16
RBBP9 inhibitor	-2	3	-7	-4	-2	-3	-9	-12
Runt-CBFb FRET	10	0	0	1	-2	-2	2	0
BaF3 parental	-4	4	6	4	6	4	-1	5
S1P4 ag	0.9	-0.7	-2.1	3.9	0.9	0.5	1.4	1.2
Ba/F3 V617F tox	0	1	-1	2	3	1	-3	0
S1P4 antagonist	6	4	-16	-4	7	-11	0	-3
NPY2 pot ag	1	3	9	16	8	8	5	2
NPY-Y1 antag	.	1	3	2	9	8	-3	8
NPY1 pot ag	0	-28	32	-6	-9	1	10	-1

Entries from the list above that have an NH in an aromatic ring:
[5] Cc1cc(=O)[nH]c(N2CCOCC2)n1
[12] O=C(c1ccc2c3c(cccc13)CC2)C1CCCN(C(=O)c2ccc(=O)[nH]c2)C1 (centres undefined)
[16] O=c1[nH]n(-c2ccccc2)c(=O)c(Cl)c1Cl

Compound	5	12	16
RBBP9 inhibitor	-5	-4	-12
Runt-CBFb FRET	3	1	0
BaF3 parental	6	4	5
S1P4 ag	0.1	3.9	1.2
Ba/F3 V617F tox	-2	2	0
S1P4 antagonist	-95	-4	-3
NPY2 pot ag	-4	16	2
NPY-Y1 antag	-2	2	8
NPY1 pot ag	2	-6	-1

Further records follow.
[17] NC(=O)C1(S(=O)(=O)c2ccccc2)CCCCC1
[18] O=C(NCCN1Cc2ccccc2C1=O)c1cccs1
[19] Cc1cc(C(C)(C)C)oc1C(=O)N(CC(=O)NC1CCCC1)c1c(C)cccc1C
[20] Cc1nn(C)c(C)c1NC(=O)CSc1nnc(C)n1-c1ccccc1
[21] COc1ccc(CC(=O)Nc2cc(C)ccn2)cc1
[22] NC(=NCCc1ccccc1)NS(=O)(=O)c1ccc2ccccc2c1
[23] O=C(Nc1ccc(-c2nnc(-c3ccccc3)o2)cc1)C(F)(F)F
[24] C=CCc1ccccc1OCC(O)CN1CCN(c2ccccc2OC)CC1 (centres undefined)

Compound	17	18	19	20	21	22	23	24
RBBP9 inhibitor	3	-2	-2	-7	-6	3	1	-8
Runt-CBFb FRET	-2	0	-5	0	1	-2	0	-1
BaF3 parental	0	7	4	5	5	9	0	3
S1P4 ag	2.5	-0.1	1.2	0.4	-3.6	0.7	1.7	0.6
Ba/F3 V617F tox	-5	-3	4	0	-2	2	0	13
S1P4 antagonist	1	3	0	-23	-8	-7	-1	1
NPY2 pot ag	18	-7	-8	7	-6	-4	9	102*
NPY-Y1 antag	-4	-8	10	1	2	2	10	-15
NPY1 pot ag	17	8	12	-9	-6	13	-5	112*

[25] Cc1nc(S(=O)(=O)Cc2ccc(Cl)cc2)nc2c1CCC2
[26] CC(C)Sc1snnc1-c1ccccc1
[27] CN1/C(=C/C2CC(=O)N(c3cccc4ccccc34)C2=O)C(C)(C)c2ccccc21 (centres undefined)
[28] COC(=O)C1=C(C)N(C)C(=S)N(C)C1c1ccc(OC)cc1 (centres undefined)
[29] O=C(Nc1nnc(SCc2cccc3ccccc23)s1)C1COc2ccccc2O1 (centres undefined)
[30] C=CCN1CC2CC3(COc4cc(C)cc(C)c4)C=CC2(O3)C1=O (centres undefined)
[31] CC(C)c1cc(C(=O)OCC(=O)NC(=O)NCc2ccco2)c(O)c(C(C)C)c1
[32] CCCn1c(SCC(=O)Nc2ccccc2-c2ccccc2)nnc1-c1ccoc1C

Compound	25	26	27	28	29	30	31	32
RBBP9 inhibitor	-2	3	0	3	-7	-3	-6	5
Runt-CBFb FRET	2	-1	2	0	1	0	-3	0
BaF3 parental	0	5	2	1	2	-5	1	0
S1P4 ag	-0.3	2.0	1.4	0.7	-0.2	-1.3	44*	-1.0
Ba/F3 V617F tox	-3	-1	-3	-1	-2	-2	-4	-3
S1P4 antagonist	-11	-5	2	-11	-15	8	-4	-19
NPY2 pot ag	12	1	5	10	-3	-1	-6	-7
NPY-Y1 antag	-2	5	0	-1	0	6	5	6
NPY1 pot ag	11	-1	11	-5	4	-2	-8	3

Three structures out of the list, arranged by number of heavy atoms, low to high:
[26] CC(C)Sc1snnc1-c1ccccc1
[25] Cc1nc(S(=O)(=O)Cc2ccc(Cl)cc2)nc2c1CCC2
[29] O=C(Nc1nnc(SCc2cccc3ccccc23)s1)C1COc2ccccc2O1 (centres undefined)

Compound	26	25	29
RBBP9 inhibitor	3	-2	-7
Runt-CBFb FRET	-1	2	1
BaF3 parental	5	0	2
S1P4 ag	2.0	-0.3	-0.2
Ba/F3 V617F tox	-1	-3	-2
S1P4 antagonist	-5	-11	-15
NPY2 pot ag	1	12	-3
NPY-Y1 antag	5	-2	0
NPY1 pot ag	-1	11	4

(list continues)
[33] C/C(CCc1ccc2c(c1)OCO2)=N\N=C(/N)SC1CC(=O)N(c2ccccc2F)C1=O (centres undefined)
[34] CCOc1ccc(CNc2ccc(N3CCOCC3)c(C(=O)O)c2)cc1
[35] O=C(Oc1ccccc1C(=O)N1CCOCC1)c1ccc(Br)cc1
[36] CCC1(C)N([O-])C(C)=C(c2ccccc2)[N+]1=O (centres undefined)
[37] N=c1sccn1CC(=O)Nc1cccc(Oc2ccccc2)c1
[38] COc1ccc(N2C(=O)[C@@H]3[C@H](C2=O)[C@H]2c4ccccc4C=CN2[C@@H]3C(=O)Nc2ccccc2)cc1
[39] COc1ccc(C(=O)Nc2ccccc2C(=O)NCc2ccco2)cc1OC
[40] O=C1CSC(c2ccc(Cl)cc2)N1C1CCCCC1 (centres undefined)

Compound	33	34	35	36	37	38	39	40
RBBP9 inhibitor	-2	-6	-7	5	-2	1	-7	-6
Runt-CBFb FRET	-2	2	0	2	-2	-2	2	-2
BaF3 parental	2	-2	1	5	9	3	4	40*
S1P4 ag	-6.0	0.5	-1.1	3.0	-2.5	1.2	0.1	-1.4
Ba/F3 V617F tox	-4	-1	0	-1	5	-1	-1	2
S1P4 antagonist	7	-7	1	-14	4	-15	-4	0
NPY2 pot ag	-8	4	10	5	-15	6	3	-2
NPY-Y1 antag	9	5	3	7	4	0	-2	9
NPY1 pot ag	0	0	-6	-6	-11	1	-6	0

[41] Cc1cn(C2CC3OCC3O2)c(=O)[nH]c1=O (centres undefined)
[42] COc1ccc(C(=O)Nc2ccc([N+](=O)[O-])cn2)c(OC)c1
[43] CCN(CC(=O)NC(C)C)Cc1nc2c(Br)cc(Br)cc2c(=O)[nH]1
[44] O=C(COC(=O)Cc1c(F)cccc1Cl)NCCC1=CCCCC1
[45] Cc1ccc(-c2noc(CN3CCOCC3)n2)cc1
[46] O=C(O)c1cc(Cl)c(Cl)cc1C(=O)Nc1cccc2cccnc12
[47] N#C/C(C(=O)NCc1ccco1)=C1/SC=C(c2ccccc2)N1c1ccccc1
[48] Cc1nnsc1C(=O)N1CCN(c2ccc(F)cc2)CC1
[49] O=C(CN1CCC(Cc2ccccc2)CC1)Nc1ccc2c(c1)OCCO2

Compound	41	42	43	44	45	46	47	48	49
RBBP9 inhibitor	-5	-5	-12	-9	-9	-5	0	3	-3
Runt-CBFb FRET	-1	0	-8	-3	0	8	7	1	0
BaF3 parental	4	2	0	3	-1	6	6	3	-1
S1P4 ag	-0.3	0.9	-0.5	1.6	1.0	2.3	1.6	-0.3	413*
Ba/F3 V617F tox	3	-1	-3	0	2	-3	-1	0	-3
S1P4 antagonist	13	0	-14	-9	-3	-14	2	8	-5
NPY2 pot ag	-21	7	-8	6	-10	3	2	12	-24
NPY-Y1 antag	9	4	.	-5	1	-5	2	.	12
NPY1 pot ag	-5	3	6	5	-1	-19	15	6	0

Screening results: PubChem, several laboratories
